Furin inhibitor: human furin inhibitors, primary screen, biochemical, fluorescence intensity | inhibition, % at 30 µM | 220,000 tested, 0.061% active | purified furin, fluorogenic substrate cleavage | P09958; in the data active = inhibition above about 25%; also: inactives centre near -15
Target sequence (P09958 108-714 limits assumed): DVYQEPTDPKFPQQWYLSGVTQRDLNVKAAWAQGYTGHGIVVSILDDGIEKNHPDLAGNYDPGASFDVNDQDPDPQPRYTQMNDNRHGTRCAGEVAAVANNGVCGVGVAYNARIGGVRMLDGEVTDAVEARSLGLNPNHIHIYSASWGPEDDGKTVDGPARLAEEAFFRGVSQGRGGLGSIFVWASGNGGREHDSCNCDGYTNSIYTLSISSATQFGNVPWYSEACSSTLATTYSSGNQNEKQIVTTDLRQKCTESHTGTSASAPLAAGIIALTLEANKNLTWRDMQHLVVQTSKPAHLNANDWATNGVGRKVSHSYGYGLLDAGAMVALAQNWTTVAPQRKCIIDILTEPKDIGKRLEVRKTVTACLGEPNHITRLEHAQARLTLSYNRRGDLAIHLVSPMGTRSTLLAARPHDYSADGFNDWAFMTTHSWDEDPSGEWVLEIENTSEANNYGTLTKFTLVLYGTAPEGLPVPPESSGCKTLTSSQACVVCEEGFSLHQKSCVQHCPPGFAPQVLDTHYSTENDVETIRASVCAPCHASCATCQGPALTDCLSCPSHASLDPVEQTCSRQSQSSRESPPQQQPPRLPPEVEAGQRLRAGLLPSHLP
thrombin 1536: human alpha-thrombin inhibitors, primary screen, counter-screen for coagulation protease inhibitor project, biochemical, 1536-well, fluorogenic AMC substrate; Prothrombin (Homo sapiens), P00734; Boc-VPR-AMC fluorogenic substrate cleavage; inhibition, % at 5 µM; 220,000 tested, 0.26% active; AID 1046, 2008;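 active = inhibition at or above 40%; inactive = inhibition below 40%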;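 also: 0% = enzyme with no compound and 100% = wells without enzyme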
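System – human alpha-thrombin · Medium – pH 7.5 Tris (50 mM) with NaCl 150 mM, Tween 20 0.05% · Compound – single-point dosing at 5 µM, 0.2% DMSO · Incubation – enzyme reaction carried out at room temperature · Technique – fluorescence of released AMC, ex 355 nm, em 460 nm · Read-out basis – % inhibition of thrombin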
PPC-1+TRAIL kill: compounds killing PPC-1 cancer cells with TRAIL present, primary screen, TRAIL potentiator project, ATPLite luminescence, uHTS. PPC-1 cells + TRAIL, ATPLite viability luminescence. cell killing (% activity), % at 4 µM. 220,000 tested, 0.41% active. AID 1443, 2008;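 active = cell killing above 50% in the first pass at 4 µM, then a duplicate retest at 5 µM averaging 50% or more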;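 also: plate controls were cells with TRAIL plus DMSO for no effect and medium-only wells lacking cells for full effect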
EBV gp42 block: Epstein-Barr virus gp42 inhibitors, primary screen, biochemical, uHTS, fluorescence polarization; inhibition, % (tested at 21.74 µM); 220,000 tested, 0.42% active; Fluorescence polarization binding assay, mP read-out; AID 1085, 2008; Glycoprotein 42 (Epstein-Barr virus (strain AG876)), Q1HVG2; in the data active = inhibition above about 50%
Target sequence (Q1HVG2 whole entry, looked up): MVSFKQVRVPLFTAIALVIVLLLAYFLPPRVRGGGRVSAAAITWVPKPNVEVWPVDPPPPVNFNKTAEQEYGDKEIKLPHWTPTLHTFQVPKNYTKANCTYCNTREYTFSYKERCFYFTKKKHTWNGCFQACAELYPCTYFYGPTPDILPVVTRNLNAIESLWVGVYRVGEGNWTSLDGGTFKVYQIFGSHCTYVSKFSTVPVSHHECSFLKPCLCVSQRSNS
Tb hexokinase: Trypanosoma brucei hexokinase 1 inhibitors, primary screen, biochemical, G6PDH-coupled NADH absorbance, MLSCN library; hexokinase 1 [Trypanosoma brucei]; 220,000 tested, 0.11% active; recombinant TbHK1, G6PDH-coupled NADH A340; inhibition, % at 10 µM;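 active = inhibition of 50% or more in the single-dose primary screen; inactive = inhibition below 50%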
Calpain2 inh: inhibitors of pig calpain II, primary screen, biochemical, fluorogenic peptide substrate, 1536-well | purified calpain II, 30 min | inhibition, % at 16 µM | 220,000 tested, 0.37% active | AID 1236, 2008;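 active = inhibition above about 50%, limit read from the data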
TRPML3 agonist: human TRPML3 channel agonists, primary screen, cell-based, HEK293 TRPML3-YFP, Fluo-8 calcium fluorescence, 3 µM | Mucolipin-3 (Homo sapiens), Q8TDD5 | 100% = the carbachol control signal | activation, % at 3 µM | 220,000 tested, 0.29% active | AID 1448, 2008;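 active = activation above its plate's cutoff, the mean activation of the plate's test wells plus 3 SD, cut at about 12% in these data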;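 also: 0% = DMSO only wells and 100% = carbachol wells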
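system = HEK293 cells stably carrying human TRPML3-YFP | doses = one concentration, 3 µM nominal, 0.3% DMSO | timing = dye loading 1 h 37 °C then 30 min ambient, 125 s read | detection = Fluo-8 calcium dye fluorescence, ex 470-495, em 515-575 nm | benchmarks = high control carbachol 87 µM, low control DMSO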
KCC2 mod: KCC2 cotransporter modulators, thallium flux, primary screen, cell-based, HEK293 KCC2, FluoZin-2 fluorescence, MLSMR | KCC2 cells, thallium flux FluoZin-2 fluorescence | B-score of Tl+ flux slope (higher = more flux/activation; lower = inhibition) at 10 µM | Solute carrier family 12 member 5 (Homo sapiens), Q9H2X9 | 190,000 tested, 2.2% active;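 active = thallium flux slope and its plate-corrected score both differing from the plate sample mean at a set confidence after two filtering rounds, in either direction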;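 also: slope of fluorescence scaled to starting intensity during 10 to 20 s after thallium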
zfTRPN1 agonist: zebrafish TRPN1 channel agonists, primary screen, cell-based, HEK293, calcium fluorescence; activation, % at 3 µM; 220,000 tested, 0.18% active; HEK293 zebrafish TRPN1-YFP, Fluo-8 calcium fluorescence; 100% = response to 87 µM carbachol; transient receptor potential cation channel N1 (TRPN1/NompC), Danio rerio;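 active = activation above its plate's cutoff, the mean activation of test wells on that plate plus 3 SD, cut at about 19% in these data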;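 also: 0% = DMSO alone and 100% = 87 µM carbachol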
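Material: zebrafish TRPN1-YFP in HEK293 cells; Doses: single test compound dose, 3 µM nominal, 0.3% DMSO; Timing: dye loading 1 h at 37 °C, then 30 min room temperature; Technique: intracellular calcium fluorescence with Fluo-8; Benchmarks: high carbachol 87 µM, low DMSO alone.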
Active calls of the source: *; . = not tested or not shown; [ ] = remark or other dose.

SMILES	Furin inhibitor	thrombin 1536	PPC-1+TRAIL kill	EBV gp42 block	Tb hexokinase	Calpain2 inh	TRPML3 agonist	KCC2 mod	zfTRPN1 agonist
CC(C)CC(=O)NC(=S)NNC(=O)c1ccc(NC(=O)C2CCCCC2)cc1	-6	-8	-3	-16	-12	-6	-1.3	0.39	-2.5
O=C(N/N=C/c1c(Cl)cccc1Cl)C(=O)NC1CC1	-23	-3	1	-8	-1	3	0.6	0.62	1.1
O=C(Nc1cccc(NC(=O)c2cccnc2Cl)c1)c1ccco1	-16[20 µM]	10	19	-13	5	0	1.7	-2	0.8
CC1CN(C(NC(=O)c2ccccc2)C(Cl)(Cl)Cl)CC(C)O1 (stereo not drawn)	-18	-6	21	-16	-3	-15	-0.4	-0.27	0.1
CCOC(=O)c1c(C)n(C)c2ccc(O)c(S(=O)(=O)c3ccccc3)c12	-16	27	12	-3	-7	16	0.4	-0.2	1.2
CCOC(=O)N=Nc1c(O)n(CC(=O)OC)c2ccccc12	10	-6	15	6	-28	21	0.0	0.25	0.2
O=C(CCc1ccccc1)NN1C(=O)C2C3C=CC(C3)C2C1=O (stereo not drawn)	-15	-11	12	-3	-5	6	0.5	1.2	1.1
Cc1cc(C)n(C(=O)c2ccc(S(=O)(=O)N3CCCC3)cc2)n1	-14[20 µM]	7	-2	-6	-2	1	1.0	0.043	-0.2
CCn1c(N)c(C(=O)NCCOC)sc1=S	-15[20 µM]	-8	3	-18	-37	24	1.3	.	-0.7
COc1ccc(C(=O)NC(=S)NNC(=O)c2ccc(NC(=O)C(C)C)cc2)cc1	-19	4	-2	6	9	-22	-1.9	0.2	-0.6
Cc1nn(C(=O)CN2C(=O)c3ccccc3C2=O)c(C)c1Br	-13	-6	15	2	6	-9	0.5	0.076	-0.2
COc1ccc(NC(=O)N2CCN(CCC#N)CC2)cc1	-13[20 µM]	0	19	-11	6	-8	1.0	0.19	3.9
O=C(Cn1c(C(F)(F)F)nc2ccccc21)Oc1cccc(C(F)(F)F)c1	-15[20 µM]	-2	4	-16	1	10	-0.3	-0.068	-1.3
CCOC(=O)C1CCN(C(=O)C23CC4CC(CC(C4)C2)C3)CC1	-13[20 µM]	1	10	-4	-3	0	0.7	1.3	1.2
Cc1cc(OCCn2ccnc2)cc(C(C)C)c1	-8	-7	12	-3	26	-7	-0.1	-0.5	0.4
Nc1ccccc1SC1CC(=O)N(c2ccccc2Cl)C1=O (stereo not drawn)	-15	-4	3	-7	-4	8	0.0	-0.022	0.9
COCCn1nnnc1CN(Cc1cc2cc(OC)c(OC)cc2[nH]c1=O)C1CCCC1	-67	-5	-6	7	5	-50	0.4	-2.1	-0.5
Nc1nccc(-c2cc(-c3ccc(Cl)cc3Cl)no2)n1	-28	1	36	-11	-23	-18	0.5	0.65	1.3
CC1CCN(Cc2nnnn2-c2ccc(Cl)cc2)CC1	-18	1	17	-4	-4	11	-0.1	-0.069	-0.4
CCOC(=O)C1=C(C)NC2=C(C(=O)CCC2)C1c1cccnc1 (stereo not drawn)	-19[20 µM]	-1	-28	-12	-11	-337	0.9	.	-1.5
COC(=O)c1cc(NC(=O)c2cc(C)oc2C)cc(C(=O)OC)c1	-23[20 µM]	-5	15	-8	0	-14	-0.5	0.49	0.0
CCC/C(=N\NC(=O)Cc1csc(N2CCOCC2)n1)c1ccccc1	-18	-27	11	-13	5	-5	0.2	-0.094	-1.1
COc1ccc(C(c2nnnn2Cc2ccccc2)N2CCN(C(=O)c3ccco3)CC2)cc1OC (stereo not drawn)	-3	2	4	-11	-3	14	0.3	0.18	1.6
COCC1CCN(Cc2cn[nH]c2-c2ccc(OC)c(F)c2)C1 (stereo not drawn)	-17	2	36	-2	-6	-15	0.3	-0.35	1.2
COc1cnc(-c2cccc(C(F)(F)F)c2)nc1OC	-20	0	12	-10	-3	-16	0.9	0.0035	0.2

Full records as entered above.
`COc1ccc(C(c2nnnn2Cc2ccccc2)N2CCN(C(=O)c3ccco3)CC2)cc1OC` (stereo not drawn) as listed: Furin inhibitor: -3; thrombin 1536: 2; PPC-1+TRAIL kill: 4; EBV gp42 block: -11; Tb hexokinase: -3; Calpain2 inh: 14; TRPML3 agonist: 0.3; KCC2 mod: 0.18; zfTRPN1 agonist: 1.6
`COCCn1nnnc1CN(Cc1cc2cc(OC)c(OC)cc2[nH]c1=O)C1CCCC1` as listed: Furin inhibitor: -67; thrombin 1536: -5; PPC-1+TRAIL kill: -6; EBV gp42 block: 7; Tb hexokinase: 5; Calpain2 inh: -50; TRPML3 agonist: 0.4; KCC2 mod: -2.1; zfTRPN1 agonist: -0.5

(further entries)
SMILES	Furin inhibitor	thrombin 1536	PPC-1+TRAIL kill	EBV gp42 block	Tb hexokinase	Calpain2 inh	TRPML3 agonist	KCC2 mod	zfTRPN1 agonist
O=C(NS(=O)(=O)c1ccccc1)c1ccccc1O	-16[20 µM]	-4	18	-22	1	-13	-0.1	0.54	0.6
CC1(c2ccccc2)NC(=O)N(CC(=O)N2CCOCC2)C1=O (stereo not drawn)	-13	-2	7	-5	-5	-40	0.1	-0.18	-0.3
CC(C)n1c(O)c(N=NC(=O)Cc2csc(N3CCOCC3)n2)c2ccccc21	-1	1	34	-7	-19	-5	0.5	-2.1	-0.5
O=C(O)[C@H]1CCCC[C@H]1C(=O)NCCNC(=O)[C@@H]1CCCC[C@@H]1C(=O)O	-14[20 µM]	0	20	-11	2	-5	1.0	.	0.7
CC12C(=O)N(Cc3ccco3)C(=O)C1C1c3ccccc3C2c2ccccc21 (stereo not drawn)	-10[20 µM]	5	22	-22	-5	-4	0.1	-1.5	-1.1
CC(C)(C)NC(=O)Cn1c(Cl)nc2ccccc21	-24	-6	15	-2	-2	-14	-0.1	0.54	2.8
Cc1ccc(C)c(N2C(=O)CN=C2Nc2ccccc2Cl)c1	25*[20 µM]	-3	18	-6	-2	-14	-0.3	-0.15	-0.6
COc1ccc(N2C(=O)c3ccc(NC(C)=O)cc3C2=O)cc1	-20	-15	-7	-4	-1	5	0.3	.	2.4
Cc1ccc(C)c(NC(=O)C(=O)NCCCN2CCOCC2)c1	-13	8	18	-1	4	21	0.5	-0.25	0.7
O=S(=O)(CC(O)CS(=O)(=O)c1ccc(Cl)cc1)c1ccccc1 (stereo not drawn)	-28	4	24	-7	-8	-16	-0.2	0.31	-0.4
COc1cc(OC)cc(-c2nc(-c3cccs3)no2)c1	-28	-2	15	-2	3	4	1.0	0.31	-0.6
CCOC(=O)NC(Nc1cc(C)ccn1)(C(F)(F)F)C(F)(F)F	-20	0	10	2	2	14	0.8	-0.45	0.3
COc1ccc(NC(=O)C2CCCCN2S(=O)(=O)c2ccc(F)cc2)c(OC)c1 (stereo not drawn)	-9	11	-1	-5	-6	12	-0.1	.	-0.8
COc1ccc(OC)c(Nc2nc(-c3cccc([N+](=O)[O-])c3)nc3ccccc23)c1	-7	8	23	-21	-15	-11	1.2	-0.19	1.1
O=C(Cc1cccs1)Nc1nc2ccccc2s1	-19	0	21	2	5	-5	0.7	.	2.6
Cc1sc2ncn(-c3ccccc3)c(=O)c2c1C	-26	-3	-6	-20	-2	-1	0.4	-0.45	-0.3
Cc1ccc(C)c(NC(=S)/C(=C(\[O-])c2ccc(OC(F)F)cc2)[n+]2ccccc2)c1	-24	0	6	-1	-5	-7	0.9	-0.76	0.2
O=C(Cn1nnc2ccccc21)OCC(=O)c1ccc(F)cc1	-18	-8	4	-7	-5	-13	0.4	-0.21	0.1
COc1cc(C(=O)Nc2cc(C(F)(F)F)ccc2N2CCOCC2)ccc1O	-15	0	27	-12	-6	-8	-0.5	.	0.4
Cc1ccccc1NC(=O)CSc1nc(N)c(C#N)c(-c2cccs2)c1C#N	-15[20 µM]	-5	11	-8	12	-38	0.5	0.66	-1.4
COc1cc(Br)cc2cc(C(=O)NCC3CCCO3)c(=O)oc12 (stereo not drawn)	1[20 µM]	-8	4	-10	4	-26	0.7	.	-0.8
COc1cccc2cc(C(=O)NC3CC(C)(C)NC(C)(C)C3)c(=O)oc12	5[20 µM]	.	.	.	-14	.	0.4	0.67	0.1
Cc1cc(N2C(=O)c3ccccc3C2=O)n(C)n1	-17	-2	11	-12	-9	-10	0.9	0.43	2.6
Cc1cccc(Cn2ncc(Cl)c(Cl)c2=O)c1	-20	-2	10	-10	-5	-1	-0.3	-2.5	-0.5
Cc1ccc(/C=N/NC(=O)c2ccco2)cc1	-20	-10	19	-23	-28	4	0.2	-0.02	-0.3
Cc1ccc(NC(=O)C2CCN(S(=O)(=O)c3cccs3)CC2)cc1	-13	.	6	-22	2	-5	1.2	-0.92	0.7
CNC(=O)Cn1nc(C)c2ccccc2c1=O	-9	5	7	-10	-4	15	0.7	.	0.3
CCOc1cc(C(=O)N2CCN=C2SC)cc(OCC)c1OCC	-24[20 µM]	-1	19	-14	4	-10	0.6	0.39	0.0
CCN(CC)C(=O)CCCc1c[nH]c2ccccc12	-1	5	12	-2	1	28	0.5	-0.59	0.8
CCCNC(=O)c1ccc2snnc2c1	-10[20 µM]	-4	18	-16	-1	-5	0.3	0.3	0.9
C=C(Cl)COc1ccc2c(CCC)cc(=O)oc2c1	-14[20 µM]	1	21	-22	-7	-10	-0.3	-0.33	-2.0
COCCNC(=O)C(OC(=O)c1cccs1)c1ccccc1 (stereo not drawn)	-21	-3	3	-7	5	-18	0.9	0.68	0.3
CCN(CC)C(=O)Cn1cnc2c1c(=O)n(C)c(=O)n2C	-17[20 µM]	1	-2	-18	-5	12	0.7	.	-0.4
O=C(COC(=O)CCC(=O)c1ccc(F)cc1)Nc1cccc(S(=O)(=O)N2CCOCC2)c1	-11	2	4	-14	2	-5	1.1	0.038	2.6
CCOC(=O)CCSc1nc(C)cc(C(F)(F)F)c1C#N	-12[20 µM]	1	-8	-113	-6	-13	-0.2	-0.75	-0.2
COc1ccc(OCCNC(=O)CSc2ccc(C(F)(F)F)cc2[N+](=O)[O-])cc1	-14	-6	14	2	7	2	0.8	-0.22	0.2
Cc1cccc(C(=O)N2CCN(c3ccc([N+](=O)[O-])c(N4CCOCC4)c3)CC2)c1	5	2	9	1	-11	16	0.1	.	-1.8
